GalR3 antagonist: blocks the human galanin receptor 3; O60755; HEK293 GalR3-CNG cAMP membrane potential fluorescence; galR3 body fused to GalR1 C-terminus; inhibition, % at 3 µM; 360,000 compounds, 0.44% hits; AID 651719;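 active = inhibition above the screen-wide average plus 3 SD, cut at about 13% in these data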;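 also: forskolin and galanin both at EC90 stimulate the cells; cAMP rise reported by CNG channel membrane potential dye signal; 0% = forskolin plus galanin with DMSO and 100% = forskolin alone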
Target sequence (O60755 1-299 limits assumed): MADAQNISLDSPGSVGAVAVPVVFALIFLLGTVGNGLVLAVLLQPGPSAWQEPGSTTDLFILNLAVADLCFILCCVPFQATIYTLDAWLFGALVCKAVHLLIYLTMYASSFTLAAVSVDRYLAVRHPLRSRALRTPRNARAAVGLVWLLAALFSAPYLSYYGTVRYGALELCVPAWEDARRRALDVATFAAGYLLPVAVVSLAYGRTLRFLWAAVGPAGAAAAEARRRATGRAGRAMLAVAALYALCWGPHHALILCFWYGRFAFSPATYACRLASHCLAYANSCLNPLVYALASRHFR
Starred values were filed as active, the others as inactive. This is a subset. The share of hits here may be higher or lower than overall.

SMILES | GalR3 antagonist
CC(=O)Nc1ccc2c(O)cc(S(=O)(=O)O)cc2c1 | -7
Nc1[nH]c(C(=O)c2ccccc2)c(-c2ccc(Cl)cc2Cl)c1C(=O)c1ccccc1 | -8
CNS(=O)(=O)c1ccc(CNC[C@H]2O[C@@H](n3cnc4c(=O)[nH]c(N)nc43)[C@H](O)[C@@H]2O)cc1 | -3
CCOc1ccc(Oc2ccc(NS(=O)(=O)c3ccc(CCC(=O)O)cc3)cc2)cc1 | -6
CCCCc1c(-c2ccccc2OC)ncn1Cc1cc(F)ccc1F | -2
CCCCC(c1nc2ccccc2[nH]1)n1c(-c2ccccc2)nc2ccccc21 (centres undefined) | -6
CC(c1nc2ccccc2[nH]1)n1c(-c2ccncc2)nc2ccccc21 (centres undefined) | -5
CN(C)C(=O)CCc1ccc2c3c([nH]c2c1)[C@]1(CCC2CCCC2)[C@@H](C(=O)N2CCOCC2)C[C@H](CC(=O)NCC24CC5CC(CC(C5)C2)C4)C(=O)N1CC3 | 2
COC(=O)C1=C(C)N(C)C(=NCc2ccccc2C(F)(F)F)NC1c1ccc(Cl)cc1 (centres undefined) | -4
Oc1ccc(Nc2ccc3ccccc3c2)cc1 | -6
O=C(COC(=O)c1ccc(F)c(S(=O)(=O)N2CCOCC2)c1)Nc1ccc(Cl)cn1 | -4
CCOc1cc(N2CCOCC2)c(OCC)cc1NS(=O)(=O)c1ccc2c(c1)CC(=O)N2 | -7
COc1ccccc1S(=O)(=O)N(C)C[C@H]1Oc2ncc(Br)cc2C(=O)N([C@H](C)CO)C[C@H]1C | -7
O=C(N[C@H](Cc1ccccc1)C(=O)N1CCN(CC(=O)N2CCCC2)CC1)[C@H]1O[C@@H](n2ccc(=O)[nH]c2=O)[C@H](O)[C@@H]1O | -3
Cc1ccc(Cn2cc(CN3CC(N4CCN(C5CCN(C)CC5)CC4)CS3(=O)=O)nn2)cc1 (centres undefined) | -5
COc1ccc(Nc2nnc(-c3ccc4c(c3)OCO4)o2)cc1 | -4
CC(OC(=O)Cn1cnc2c1c(=O)n(C)c(=O)n2C)C(=O)NC1(C#N)CCCCC1 (centres undefined) | 0
Nc1nnc(SCC(=O)NNC(=O)c2ccccc2)s1 | 1
COC[C@@H]1CCCN1[C@@H]1CS(=O)(=O)N[C@H]1COCc1ccccc1 | -4
O=C(N[C@H](C(=O)N1CCC[C@H]1C(=O)NC1CCCC1)C1CCCCC1)c1ccccn1 | -8
COc1ncnc2c1ncn2CCCNC1CCN(Cc2ccccc2)CC1 | -1
CN1CCN(S(=O)(=O)NC[C@H]2O[C@@H](n3cnc4c(N)ncnc43)[C@H](O)[C@@H]2O)CC1 | -5
COc1cccc(CNc2nc3cc(-c4ccccc4C)sc3c(=O)n2C)c1OC | -8
CC1(C(=O)NS(=O)(=O)c2ccccc2C(F)(F)F)CCN1C(=O)CCc1ccccc1 (centres undefined) | -5

Exported as a markdown table: seven of the compounds above
| mol | GalR3 antagonist |
| --- | --- |
| CC(OC(=O)Cn1cnc2c1c(=O)n(C)c(=O)n2C)C(=O)NC1(C#N)CCCCC1 (centres undefined) | 0 |
| Nc1nnc(SCC(=O)NNC(=O)c2ccccc2)s1 | 1 |
| COC[C@@H]1CCCN1[C@@H]1CS(=O)(=O)N[C@H]1COCc1ccccc1 | -4 |
| O=C(N[C@H](C(=O)N1CCC[C@H]1C(=O)NC1CCCC1)C1CCCCC1)c1ccccn1 | -8 |
| COc1ncnc2c1ncn2CCCNC1CCN(Cc2ccccc2)CC1 | -1 |
| CN1CCN(S(=O)(=O)NC[C@H]2O[C@@H](n3cnc4c(N)ncnc43)[C@H](O)[C@@H]2O)CC1 | -5 |
| COc1cccc(CNc2nc3cc(-c4ccccc4C)sc3c(=O)n2C)c1OC | -8 |

Some of these compounds in order of the GalR3 antagonist value, low to high.
SMILES	GalR3 antagonist
O=C(N[C@H](C(=O)N1CCC[C@H]1C(=O)NC1CCCC1)C1CCCCC1)c1ccccn1	-8
COc1ccccc1S(=O)(=O)N(C)C[C@H]1Oc2ncc(Br)cc2C(=O)N([C@H](C)CO)C[C@H]1C	-7
CN1CCN(S(=O)(=O)NC[C@H]2O[C@@H](n3cnc4c(N)ncnc43)[C@H](O)[C@@H]2O)CC1	-5
COC[C@@H]1CCCN1[C@@H]1CS(=O)(=O)N[C@H]1COCc1ccccc1	-4
COc1ncnc2c1ncn2CCCNC1CCN(Cc2ccccc2)CC1	-1

(next part)
SMILES | GalR3 antagonist
COc1ccccc1-c1cnc(C(O)c2ccc(Cl)c(F)c2)[nH]1 (centres undefined) | -7
C[C@H](O)[C@@H]1CN2CCc3c([nH]c4ccccc34)[C@@H]2C[C@@H]1N(C)C(=O)Nc1cc(Cl)cc(Cl)c1 | -5
O=C(Nc1ccccc1Cl)c1cc(C2CCCN(C(=O)c3ccc4c(c3)CCO4)C2)on1 (centres undefined) | -4
O=[N+]([O-])c1cccc(COc2cccc(CN3CCCC3)c2)c1 | -7
CCCCn1c(N)c(N(CC(C)C)C(=O)c2cc(Br)c(Br)s2)c(=O)[nH]c1=O | -5
CCOCCC(=O)Nc1ccc2c(c1)c(=O)n(C)n2-c1ccccc1F | -6
C[C@@H]1CCCCO[C@@H](CN(C)C(=O)NC2CCCCC2)[C@@H](C)CN([C@H](C)CO)C(=O)c2cc(N(C)C)ccc2O1 | -3
COC(=O)[C@H](Cc1ccc(O)cc1)NC(=O)Cn1cnc2c(NCc3ccccc3)ncnc21 | -4
CCOc1ccc(C=NNC(=O)c2cccc3ccccc23)cc1OCC | -3
Fc1cccc(F)c1[B-](F)(F)F | -3
CCCCC[C@@H](C)N1C[C@@H](COCc2ccccc2)Oc2cc(N3CCC[C@@H]3CO)ccc2S1(=O)=O | -4
O=C(CCNC(=O)N1CC(=O)Nc2ccccc21)NCc1ccccc1Cl | -4
COc1ccc(CCNC(=O)Cc2cc3c(cc2[N+](=O)[O-])OCO3)cc1OC | 1
CCOC(=O)[C@]12CCC=C1N(Cc1ccco1)C(=O)[C@H](CC(=O)N1CCC(c3ccccc3)CC1)C2 | 2
CN(C)C(=O)c1cccc(-c2cnc3c(NC=O)cc(-c4ccccc4Cl)cn23)c1 | 2
CCOC(=O)C1(C)CCN1C(=O)c1ccccc1C(F)(F)F (centres undefined) | 0
COc1ccc2c(c1)N(C[C@H](C)CN(C)C)c1ccccc1S2 | -8
O=C(COC(=O)/C=C/c1ccc(Cl)cc1)NCc1cccs1 | -6
COCCOC(=O)N1CCCCC1c1cc(C(=O)NCc2ccc(Cl)c(Cl)c2)no1 (centres undefined) | -6
C[C@H]1CN([C@@H](C)CO)S(=O)(=O)c2ccc(Br)cc2O[C@H]1CN(C)C(=O)CN(C)C | -7
c1cncc(C2SCCCS2)c1 | -4
Cc1ccc(Cn2cc(CN3CC(N4CCSCC4)CS3(=O)=O)nn2)cc1 (centres undefined) | -5
CC(C)(C)n1nnnc1C(c1ccccc1)N1CCN(c2ncc(C(F)(F)F)cc2Cl)CC1 (centres undefined) | 2
CC[C@H]1C(O)C[C@H]2CCN3C(=O)CCC[C@H]1[C@H]23 (some centres undefined) | -6
CC(=C1SC(=S)NC1=O)c1ccccc1 | 0
O=C1c2ccccc2-c2cc(Br)ccc2NC1O (centres undefined) | -5
CC1(C(=O)NS(=O)(=O)c2ccccc2)CCN1C(=O)CC(c1ccccc1)c1ccccc1 (centres undefined) | -5
CN(Cc1ccccn1)C(=O)c1cc(COc2ccc(F)cc2Cl)on1 | -3
C[C@@H]1CN([C@@H](C)CO)S(=O)(=O)c2ccc(Br)cc2O[C@@H]1CN(C)C(=O)c1ccc(F)cc1 | -1
COc1ccc(C2=Nc3ccccc3C2(O)CCN2C(=O)c3ccccc3C2=O)cc1 (centres undefined) | -5
O=C(Nc1cccc2cccnc12)c1ccc2sc([C@H]3C[C@H](O)[C@@H](CO)O3)nc2c1 | -6
O=C(NC(Cc1c[nH]c2ccccc12)C(=O)O)OCC1c2ccccc2-c2ccccc21 (centres undefined) | 0
COc1ccc(CNC(=O)COC(=O)C2=Cc3ccccc3OC2)cc1 | 3
CC1CCCC(C)N1C(=O)CN1C(=O)NC2(CCOc3ccccc32)C1=O (centres undefined) | -3
COC[C@H]1CCCN1c1ccc2c(c1)O[C@@H](COCc1ccccc1)CN([C@@H](C)c1ccccc1)S2(=O)=O | -4
COc1ncnc2c1ncn2CCCN[C@H](C)c1cccc2ccccc12 | -3
Cc1[nH]c2ccccc2c1CC(=O)Nc1ccc(Nc2cccnc2)c(-c2ccc(Oc3ccccc3)cc2)c1 | -8
O=C(NC1CCCC1)C(c1ccco1)N1CCC(O)(c2ccc(Cl)cc2)CC1 (centres undefined) | -6
CCOC1=C2CN(S(=O)(=O)c3ccc(C)cc3)[C@H](c3cccs3)C[C@H]2[C@H]2C(=O)N(c3ccccc3)C(=O)[C@H]2C1 | -5
Cc1nc2c(=O)[nH]c(=S)[nH]c2[nH]c1=O | 0
Nc1ncnc2c1ncn2[C@@H]1O[C@H](CNCC(O)CO)[C@@H](O)[C@H]1O (some centres undefined) | -1
Cc1ccc(-c2csc(/C=C3/SC(C)C(=O)N3CC(=O)Nc3ccccc3F)n2)cc1 (centres undefined) | -7
CCC(C)[C@H]1CNC(=O)C(=O)N1CCCCC1CCCCC1 (some centres undefined) | -7
COc1ccc2[nH]c3c(c2c1)CCN1C(=O)C(CC(=O)NCCCN(C)C)C[C@H](C(=O)N2CCOCC2)[C@@]31CCC1CCCC1 (some centres undefined) | -2
CC(C)CC1C(=O)N(Cc2cn(CCC3OCCO3)nn2)CCS(=O)(=O)N1Cc1ccc(-c2ccccc2)cc1 (centres undefined) | -7
CCCCN1CC(COCc2ccccc2)Oc2cc(Br)ccc2S1(=O)=O (centres undefined) | -9
CC1(C)CNC(=S)N1Cc1ccccc1 | -3
O=C(NCC1CCN(C(=O)C(=O)c2cccs2)CC1)c1ccc2ccccc2c1 | -1
CC1C(=O)N(Cc2cn(CCC3OCCO3)nn2)CCS(=O)(=O)N1Cc1ccc(-c2ccncc2)cc1 (centres undefined) | -1
CC(=O)NC(C)(c1ccccc1)c1nc(/C=C/c2ccccc2)cs1 (centres undefined) | -3
COc1ccccc1C(=O)N1CCC2CCN(C(=O)c3ccccc3)C2C1 (centres undefined) | -6
CC(=O)c1ccc(OCCCC(=O)Nc2ccc(C)c(S(=O)(=O)N3CCOCC3)c2)cc1 | -2
CCCCCC(O)CCCC(=O)O (centres undefined) | -2
CN(C)CCCNC(=O)c1c(N)[nH]c(C(=O)c2ccc(Br)cc2)c1-c1ccc(Br)cc1 | -9
CC1OC(CCc2cccc(Cl)c2)Cc2[nH]c(=S)[nH]c(=O)c21 (centres undefined) | -6
O=C(OCc1cn([C@@H]2CN(C(=O)c3cccs3)[C@@H](c3ccc(Cl)cc3)C[C@H]2O)nn1)c1ccccc1 | -4
CC(C)(C)NC(=O)C(C1CC1)n1c(=O)c(-c2ccccc2)nc2ccccc21 (centres undefined) | -7
O=C(NCc1ccco1)c1ccc2sc([C@@H]3O[C@H](CO)[C@@H](O)[C@H]3O)nc2c1 | -1
CCCCc1ccc(-c2nn[nH]n2)nc1 | -5
CC(=O)Nc1cccc(-c2ccnc3c2CC(C)(C(=O)NCCC(F)(F)F)O3)c1 (centres undefined) | -5
The results go on.
SMILES | GalR3 antagonist
CN(C(=O)c1cccc(NC(=O)Cc2ccc(NC(=O)C3CCN(C(=O)c4ccccc4)CC3)cc2)c1)C1CCC1 | 1
COc1ccc(OC)c(NC(=O)Nc2nnc([C@H]3C[C@H](O)[C@@H](CO)O3)s2)c1 | 4
Cc1ccccc1CN1C(=O)CN(S(C)(=O)=O)CC1(C)C(=O)NCc1ccccc1 (centres undefined) | -6
CC(=O)NC(c1cccc(F)c1)c1nc(-c2csc3ccccc23)cs1 (centres undefined) | -7
CSCCC(C(=O)Nc1c(C)cccc1C)N(Cc1ccccc1)Cc1ccccc1 (centres undefined) | -7
Cc1ccc(S(C)(=O)=O)cc1C(=O)OCC(=O)N1CCCC1=O | -4
Cc1nc2ccc(N)nc2nc1C | 0
CNC[C@H]1OCc2ccccc2-c2ccccc2C(=O)N([C@H](C)CO)C[C@H]1C | -6
CC(C)N(C)c1ncnc2c1ncn2[C@H]1CN(Cc2ccc3c(c2)OCO3)C[C@@H](CO)O1 | 5
COc1ccc(-c2ccc(CN3C(C(C)C)C(=O)N(Cc4cn(CCC5OCCO5)nn4)CCS3(=O)=O)cc2)cc1 (centres undefined) | -8
CC1CC(C)C(=NNC(N)=O)C(C(O)CC2CCC(=O)NC2=O)C1 (centres undefined) | 0
C[C@@H]1ON(C)[C@H]2C[C@H]3c4[nH]c5ccccc5c4CCN3C[C@@H]12 | 3
CC1(C(=O)Nc2ccccc2)CCN1C(=O)C1(c2ccc(Cl)cc2)CC1 (centres undefined) | 1
Cc1cn([C@H]2C[C@H](O)[C@@H](CNCc3cccc(OC4CCCC4)c3)O2)c(=O)[nH]c1=O | -2
CC(C)(C)c1ccc(-c2cc(NC(=O)Cc3c[nH]c4ccccc34)ccc2Nc2cccnc2)cc1 | -1
COc1ccc(NC(=O)C2(C)CCN2Cc2cccc(OC)c2OC)cc1OC (centres undefined) | -7
Cc1ccc(C)c(NC(=O)CN(C)C(=O)c2ccc(COc3ccccc3)cc2)c1 | -6
CCNC(=O)C1(C)CCCN(C(=O)c2cc(-c3ccccc3)cs2)C1 (centres undefined) | -7
CC(C)C1C(=O)N(Cc2cn(CCC3OCCCO3)nn2)CCS(=O)(=O)N1Cc1ccc(-c2ccc(F)nc2)cc1 (centres undefined) | -3
Cn1nccc1-c1coc2c(C(=O)N3CCOCC3)cccc12 | 1
COc1cccc(NC(=O)CN(C)C(C)C(=O)NC(C)c2ccc(Cl)cc2Cl)c1 (centres undefined) | 5
COc1ccc(OC)c(C2C/C(=N/O)C(C)C(c3cc(OC)ccc3OC)N2)c1 (centres undefined) | -5
O=C(C1CCCCC1)N1CCC2CC1c1cc(-c3ccc4c(c3)OCO4)ccc12 (centres undefined) | -3

Screening data deposited in PubChem BioAssay by The Scripps Research Institute Molecular Screening Center.
